Bioassay records as filed in PubChem BioAssay.
Pemphigus Ab inh: inhibitors of pemphigus antibody binding to human desmoglein-3 | P32926 | binding (percent of control), % at 10 µM | 310,000 tested, 0.48% active | DSG3-coupled beads, scFv-anti-DSG3-GFP binding, flow cytometry; stronger effect = lower value;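 active means binding more than 3 SD below its plate's average and above zero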;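 further: hits lower antibody fragment binding to DSG3; some compounds called inactive have numbers as strong as hits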
OPRM1-OPRD1 ag: agonists of human mu-delta opioid receptor heterodimerization. P35372+P41143. cells, OPRM1-OPRD1 heterodimerization, luminescence. activation, % at 9.3 µM. 340,000 tested, 0.3% active; in the data active means activation above about 18%;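 further: 0% = vehicle-treated cells and 100% = reference agonist; values of inactives mirror those of a sister screen read the other way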
Target sequence (P35372 whole entry, looked up): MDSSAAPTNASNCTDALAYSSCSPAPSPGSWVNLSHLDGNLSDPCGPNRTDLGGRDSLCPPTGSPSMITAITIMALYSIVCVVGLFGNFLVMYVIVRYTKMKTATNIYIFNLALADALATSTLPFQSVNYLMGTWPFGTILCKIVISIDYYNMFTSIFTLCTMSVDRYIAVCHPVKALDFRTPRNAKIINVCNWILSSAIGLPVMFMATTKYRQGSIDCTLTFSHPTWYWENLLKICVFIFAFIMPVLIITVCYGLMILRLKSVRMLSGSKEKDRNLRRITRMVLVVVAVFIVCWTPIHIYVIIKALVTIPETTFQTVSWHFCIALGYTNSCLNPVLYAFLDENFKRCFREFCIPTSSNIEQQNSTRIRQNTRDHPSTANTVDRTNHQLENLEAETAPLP
Target sequence (P41143 whole entry, looked up): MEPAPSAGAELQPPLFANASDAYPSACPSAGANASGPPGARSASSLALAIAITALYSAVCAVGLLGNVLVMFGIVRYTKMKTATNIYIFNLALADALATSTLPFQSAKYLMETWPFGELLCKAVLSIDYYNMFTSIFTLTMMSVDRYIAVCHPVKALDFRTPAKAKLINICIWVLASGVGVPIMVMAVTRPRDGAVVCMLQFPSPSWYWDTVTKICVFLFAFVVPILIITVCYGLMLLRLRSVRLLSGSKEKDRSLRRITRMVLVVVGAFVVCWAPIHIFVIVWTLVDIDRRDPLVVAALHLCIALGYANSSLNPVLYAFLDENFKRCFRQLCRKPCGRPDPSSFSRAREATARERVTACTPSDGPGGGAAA
Arr AP2 block: blocks beta-arrestin peptide binding to AP2 adaptin | FITC-arrestin peptide / GST-AP2 beads, flow cytometry; AP2 beta2 appendage carries R879A mutation | inhibition, % at 10 µM | 340,000 tested, 0.31% active | AID 504490;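 active means inhibition above a set limit, near 3 SD of compounds lacking own fluorescence, cut at about 54% in these data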;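 further: plate controls were DMSO wells for no effect and 5 µM unlabelled arrestin peptide for full effect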
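Assay system: GST-AP2 R879A bound to glutathione beads, E. coli-expressed; Medium: PBS with 0.05% Tween 20 and 0.1% BSA; Also added: fluorescein-tagged arrestin peptide at 50 nM final; Timing: 12 min plus 1 h, RT; Measured by: flow cytometry, FL1 (488/535 nm); Evaluation: percent drop in bead-associated FITC signal.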
Ecoli viability: bacterial growth inhibition, counter-screen for AddAB inhibitors; inhibition, % at 11.9 µM; 330,000 tested, 0.27% active; E. coli V3065 growth, OD600 absorbance, 18 h;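 active means inhibition above the campaign's mean inhibition across all tested compounds plus 3 SD, cut at about 9.9% in these data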;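 further: uninfected addAB+ strain grown without phage in ampicillin broth; 0% = DMSO wells and 100% = ciprofloxacin 0.95 µg/ml wells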
Mot1-301 SUMO: blocks SUMOylation pathway, rescuing yeast Mot1-301 growth. S. cerevisiae Mot1-301 growth rescue, ATP luminescence, 38.5C; percent above DMSO median, 100 means doubled. growth rescue, % at 18.8 µM. 320,000 tested, 1% active. AID 2716;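 active means every valid replicate shows activation above 250% relative to neutral control wells; inactive means the rest, any valid replicate at or below 250%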;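 further: OY570 slx delta 5 strain wells were the positive control but not used for scaling; some compounds called inactive have numbers as strong as hits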
AddAB inh: less growth of phage-infected E. coli with AddAB; E. coli expressing H. pylori AddAB, absorbance growth; 330,000 tested, 0.29% active; AID 435030; inhibition, % at 11.9 µM; in the data active means inhibition above about 12%;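 further: 0% = vehicle wells of infected cells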
PfHsp90 set2: reduces growth (ATP signal) of yeast expressing P. falciparum Hsp90; S. cerevisiae expressing PfHsp90, BacTiter-Glo ATP, 48 h; yeast lacking PDR1 and PDR3 efflux regulators; inhibition, % at 9.4 µM; 310,000 tested, 0.32% active;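 active means every replicate shows inhibition above about 80%, whatever the replicate mean, limit read from the data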;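 further: 0% = DMSO neutral controls and 100% = 20 µM radicicol positive controls; yeast relying on Plasmodium falciparum Hsp90 in place of its own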
Tat transport: inhibitors of E. coli Tat protein transport. E. coli MC4100 TorA-mCherry Tat export, fluorescence. inhibition, % at 10 µM. 340,000 tested, 0.036% active. AID 488895;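 active means mean replicate inhibition at least 50% and at least half of replicates individually reaching 50%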;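 further: exported cargo escapes ClpAP degradation while cytoplasmic cargo is degraded and loses fluorescence; 0% = median of neutral control wells and 100% = median of NaSCN control wells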
PKA-R1A act: activators of PKA-R1A complex. P00514+P68181. PKA-R1A dissociation, Cy5-IP20 fluorescence polarization; scaled: DMSO 0%, 113 µM cGMP 100%. activation, % at 11.4 µM. 340,000 tested, 0.083% active. AID 504707;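 active means percent activation above the mean of all tested compounds plus 3 SD, cut at about 19% in these data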;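 further: higher means more PKAc released from R1A so a rise in polarization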
phage Ecoli inh: E. coli growth loss with phage present; growth absorbance; inhibition, % at 11.9 µM; 360,000 tested, 0.26% active; AID 651602; in the data active means inhibition above about 11%
MOR-DOR inv ag: inverse agonists of human mu-delta opioid receptor heterodimerization. P35372+P41143. cell-based MOR-DOR heterodimer luminescence, inverse agonism. inhibition, % at 9.3 µM. 340,000 tested, 0.21% active; in the data active means inhibition above about 22%, passing the limit was not always enough;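 further: 0% = cells with DMSO and 100% = wells without cells with DMSO; values of inactives mirror those of a sister screen read the other way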
Active calls of the source: *; . = not tested or not shown; & = joins results of further samples.

Values run as follows: MOR-DOR inv ag	AddAB inh	phage Ecoli inh	Arr AP2 block	Pemphigus Ab inh	Ecoli viability	PKA-R1A act	PfHsp90 set2	Tat transport	OPRM1-OPRD1 ag	Mot1-301 SUMO
CSCCC(NC(=O)c1cccc(C)c1)C(=O)NNC(=O)c1cccs1 (centres undefined)
→ 12	1.7	-0.1	24	101	1.9	-4	.	0	-3.1	-16
O=C(Cc1cccc2ccccc12)N/N=C/c1ccc(OC(=O)/C=C/c2ccco2)cc1
→ -5	-1.5	2.0	21	88	-1.6	-9	-1	-6	0.9	0
Cc1cccn2c(=O)c3cc(C(=O)NCCN4CCOCC4)c(=N)n(CCN4CCOCC4)c3nc12
→ -4	1.0	1.0	18	89	-0.5	0	9	2	0.8	143
CCOC(=O)c1c(NC(=O)COC(=O)c2ccncc2)sc(C)c1C
→ 8	-0.2	0.8	11	111	-0.2	2	.	15	-1.8	138
Cc1ccc(CC(=O)NCc2ccc(Cl)cc2)cc1
→ 3	2.0	5.1	0	89	0.9	-4	.	-2	-0.5	1
Cc1ccc(Nc2ccc([N+](=O)[O-])cn2)cc1Cl
→ -25	.	-1.1	31	110	.	2	-20	9	4.5	18
CCOC(=O)C(=O)c1c(-c2ccc(C)cc2)nc2ccccn12
→ 17	2.2	0.9	6	96	1.9	-6	-18	3	-3.6	-8
CC(C)(C)NC(=O)Nc1ccc(Br)cc1
→ 0	2.3	6.3	-1	91	-0.3	-2	50	0	-0.1	8
CCSc1ccc2cc(OC)ccc2[n+]1CC
→ 11	3.5	1.9	-13	100	-0.1	7	14	-5	-1.9	-11
Cc1ccc(OCC(=O)N/N=C/c2cn(Cc3ccccc3)c3ccccc23)cc1
→ -37	3.2	3.4	3	107	0.1	-4	-1	4	5.5	6
COc1ccc(NC2CCCN(C(=O)c3c(C)noc3C)C2)cc1 (centres undefined)
→ 6	-1.8	-0.9	23	109	0.2	-10	0	-3	-1.4	-14
COc1ccc(S(=O)(=O)Nc2ccccc2SC)cc1C
→ 2	0.3	0.5	6	100	-1.1	-10	-15	-9	-0.4	-16
Cc1ccc(S(=O)(=O)N(C)c2ccc(OCC(=O)OCc3ccc(C#N)cc3)cc2)cc1
→ -7	-2.4	2.4	7	90	-0.1	7	-18	1	1.7	-4
CC1CCCC(NC(=S)NC(=O)c2cncc(Br)c2)C1C (centres undefined)
→ 7	1.9	3.9	-2	96	0.7	-12	8	-4	-1.4	-6
Cc1ccc(S(=O)(=O)n2nc(C)cc2C)cc1
→ -1	2.8	0.7	-9	104	-1.7	-15	-34	1	0.2	6
CCN1CCN(CCNC(=O)C2CCCN(Cc3nc(-c4cccc(Cl)c4)oc3C)C2)CC1 (centres undefined)
→ 5	7.3	0.9	4	111	0.7	-4	.	-2	-0.9	-7
O=C(C1CCC1)N1CCc2cc(S(=O)(=O)NCc3ccccn3)ccc21
→ -5	-0.1	-0.5	1	101	-1.2	-1	.	5	0.8	100
N#Cc1c2n(c3c(=S)nc[nH]c13)CCCCC2
→ 12	2.8	0.6	-5	96	-1.8	-10	18	6	-2.4	5
O=C(CCC1CCCCC1)NCCN1C2=NC[C@@H](Cc3ccccc3)N2C[C@H]1Cc1ccc(O)cc1
→ 5	0.5	1.0	12	113	0.2	5	0	2	-0.8	-10
COc1ccc(S(=O)(=O)Nc2ccc(C(F)(F)F)cc2)cc1OC
→ -15	4.2	2.9	34	.	-2.8	-2	.	8	2.5	-9
CCOC(=O)C(NC(C)=O)(N1CCc2ccccc2C1)C(F)(F)F (centres undefined)
→ 8	-1.1	-0.1	1	97	-1.1	9	-24	-20	-1.3	3
COC(=O)C1=C(C)NC(C)=C(C(=O)OC)C1c1ccccc1OCc1c(C)no[n+]1[O-]
→ 9	1.1	0.3	20	104	0.7	-16	-16	-5	-1.7	-19
Cc1ccnc2nc(C(=O)Nc3nccs3)nn12
→ 14	2.7	0.2	33	98	-1.6	10	12	6	-3.1	0
CC1CCCCC12NC(=O)N(CC(=O)Nc1ccccc1-c1ccccc1)C2=O (centres undefined)
→ -4	1.4	2.9	0	98	-0.4	-4	-2	14	0.6	5
Cc1ccc(N2C(=O)CSCC2=O)cc1
→ 11	-0.7	1.6	-13	106	0.2	-13	15	11	-1.8	125
CCOC(=O)c1ccccc1NC(=O)CSc1nnnn1C1CCCCC1
→ -21	-1.3	2.3	-5	94	-1.7	-3	.	19	3.4	-18
O=C(Nc1ccccc1)N(Cc1ccccc1)C1=NCCS1
→ 13	1.6	1.3	-1	108	0.3	-1	4	-4	-3.0	31
C[C@H](CO)N1C[C@H](C)[C@@H](CN(C)C(=O)Nc2ccccc2)Oc2ccc(NC(=O)Cc3ccccc3)cc2C1=O
→ 8	4.4	1.9	5	104	1.0	-18	-7	-3	-1.3	34
Cc1ccc(S(=O)(=O)C2(C(=O)N3CCN(C4CCCCC4)CC3)CC2)cc1
→ -11	1.3	1.9	6	98	3.2	-1	.	-9	2.1	-6
O=[N+]([O-])c1ccc(/C=N/NC2=NS(=O)(=O)c3ccccc32)cc1
→ -4	0.9	4.2	13	110	-3.7	-6	15	-5	0.6	-4
O=C(CSc1nnc(-c2ccccc2)n1C1CCCCC1)Nc1ccc(S(=O)(=O)Nc2ccccn2)cc1
→ 8	-2.6	1.4	6	106	-2.3	-8	-1	5	-1.4	-5
COc1ccc(C2SCCN2S(=O)(=O)c2ccccc2)cc1OC (centres undefined)
→ 9	4.0	1.5	7	114	-2.2	-1	12	5	-2.0	11
Cc1ccc([N+](=O)[O-])cc1S(=O)(=O)Nc1ccccn1
→ 7	2.0	.	7	103	0.6	-1	-23	-13	-1.5	328
CCn1c(C)c(C(C)=O)c(N2CCN(C(=O)c3ccco3)CC2)nc1=S
→ -6	0.8	3.1	11	89	-0.2	6	14	-6	1.0	-5
COc1ccccc1NC(=O)c1cc([N+](=O)[O-])ccc1N1CCOCC1
→ -2	1.9	0.6	2	109	0.6	-3	-1	3	0.5	-12
CCOC(=O)N1CCN(C(=O)CCC2CCCC2)CC1
→ 10	1.1	1.7	3	105	1.8	-4	2	3	-1.7	14
COc1ccc(/C=C/c2nc3ccccc3c(=O)o2)cc1
→ 7	4.8	0.0	-1	133	-2.3	-3	27	-11	-1.3	-15
C=CCn1cc(C(=O)NCCN(CC)CC)c(=O)c2cc(S(=O)(=O)N3CCCCCC3)ccc21
→ 14	-1.1	3.4	35	101	-2.8	-1	19	-3	-2.7	-5
O=C(COC(=O)c1cnccn1)c1ccc(Cl)c([N+](=O)[O-])c1
→ 81*	0.9	-0.5	-14	104	1.7	3	-44	-4	-15	-1
CC(C)n1nc(C(=O)Nc2nnc(SCc3c(Cl)cccc3Cl)s2)c2ccccc2c1=O
→ -1	1.0	4.9	4	.	-2.1	-1	-27	-1	0.1	20
Oc1ccc(NCc2ccccc2OCc2ccccc2)cc1
→ -56	-2.5	2.2	18	122	-3.8	-11	-16	0	10	1
COc1ccc2cc(C3(C)NC(=O)N(CC(=O)N4CCCCC4)C3=O)ccc2c1 (centres undefined)
→ 11	-0.2	2.4	8	94	-1.2	10	.	-1	-2.1	-24
CCC(=O)N1C(C(=O)O)CSC1c1ccc(OC)cc1 (centres undefined)
→ 10	7.6	3.2	-6	108	2.6	6	-4	-2	-1.9	-12
COc1cc(C(=O)N2CC(C)OC(C)C2)c([N+](=O)[O-])cc1OC (centres undefined)
→ 8	1.6	1.3	-9	99	0.0	-4	-31	-3	-1.4	-14
CCN(c1ccccc1)S(=O)(=O)c1ccc(OC)c(NC(=O)CNCCc2ccccc2)c1
→ 6	0.9	-0.9	25	103	-1.1	6	6	4	-1.1	-18
NC(=O)C1CCCNC1 (centres undefined)
→ 10	0.8	1.9	3	114	2.2	-7	5	-7&0	-1.8	-5
Cc1ccc(NC(=O)CC(C)S(=O)(=O)c2ccc3c(c2)NC(=O)CO3)c(Cl)c1 (centres undefined)
→ 14	2.0	1.6	4	.	-1.8	-9	-6	-1	-2.7	-11
CCOC(=O)COc1cc(N)c(Cl)cc1Cl
→ 8	-3.3	3.1	20	99	-2.6	-14	-11	7	-1.4	20
CCOC(=O)C1CCCN(C(=O)C(CCSC)NC(=O)COc2ccccc2)C1 (centres undefined)
→ -1	.	-1.6	11	91	.	-2	.	0	0.2	.
CCCn1nc2cc(C(=O)NCC34CC5CC(CC(C5)C3)C4)ccc2c1OCC
→ 5	3.5	0.5	-2	106	1.2	5	5	8	-1.0	246
CCOc1ccccc1-n1c(SC(C)C(=O)NCC2CCCO2)nc2ccccc2c1=O (centres undefined)
→ 18	3.1	7.1	33	96	1.9	9	1	0	-4.7	5
CC1(C)CC(=O)c2cnc(NC(=O)Cc3ccc(Cl)cc3)nc2C1
→ 2	4.7	1.6	-2	101	-3.0	13	30	7	-0.5	-2
Cc1cc(-c2nnc(CCC(=O)NCc3cccc(C(F)(F)F)c3)o2)no1
→ 13	3.5	1.8	-3	98	0.6	-15	2	-4	-2.6	6
CCOc1ccc(CCN2C(=S)N([C@@H](Cc3ccc(O)cc3)CN3CCCC3CN3C(=S)NC[C@@H]3Cc3ccc(O)cc3)C[C@@H]2CC(C)C)cc1 (some centres undefined)
→ 4	.	5.7	-2	92	.	3	-6	2	-0.9	.
O=C(NCc1ccc(OC(F)(F)F)cc1)C1CC2Cn3c(nc4ccccc43)C2N1c1ccccc1 (centres undefined)
→ 13	4.7	1.3	-9	106	-1.5	-11	-7	-15	-2.3	2
OCCC1CN(Cc2cccn2-c2cccnc2)CCN1C1CCCC1 (centres undefined)
→ 1	0.9	1.9	2	94	-1.0	-6	-35	1	-0.2	0
CC1(c2ccccc2)NC(=O)N(CC(=O)Nc2cccc(/C=C/c3ccccn3)c2)C1=O (centres undefined)
→ -6	2.1	1.5	4	92	0.1	-14	.	0	1.0	200
Cc1ccnc(NC(=O)c2cc(S(=O)(=O)N3CCCCC3)ccc2Cl)c1
→ -4	-0.2	0.9	15	95	0.5	-17	-13	3	0.7	6
CC(C)(C)Cc1nnc(NS(=O)(=O)Cc2ccccc2)s1
→ -5	1.0	2.3	9	101	1.6	-10	2	9	0.9	168
O=C(NCC(=O)N(CC1CCCO1)C(C(=O)NC1CCCCC1)c1ccccc1)c1cccs1 (centres undefined)
→ 8	-2.3	1.6	26	107	1.1	-8	-2	0	-1.3	-19
